Source: PubChem BioAssay (several laboratories)
BoNT F protease = blocks Botulinum neurotoxin F light chain protease; AID 588497; 360,000 tested, 0.22% active; Multiplex microsphere protease cleavage assay, flow cytometry; inhibition, % at 10 µM; in the data active = inhibition above about 35%, passing the limit was not always enough; inconclusive = no clear call, values can overlap the other calls; note: plate controls were buffer without enzyme for full effect and enzyme alone for no effect
PrPC surface inh = inhibitors of human cell surface prion protein PrPC | 370,000 tested, 0.43% active | inhibition, % at 13.8 µM | P04156 | TR-FRET read-out | AID 720596; in the data active = inhibition above about 24%; note: 0% = median of the test wells and 100% = reference compound wells
GDH-TPI counter = counter-screen for M. tuberculosis FBA inhibitors: GDH-TPI coupled enzymes | GDH-TPI coupled enzyme counterscreen, NADH absorbance | inhibition, % at 4.8 µM | 360,000 tested, 1.2% active; in the data active = inhibition above about 30%;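 note: 0% = DMSO wells and 100% = wells lacking the enzyme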
UGM FP inh = inhibitors of M. tuberculosis UDP-galactopyranose mutase. inhibition, % at 10 µM. P9WIQ1. 320,000 tested, 0.06% active. AID 504406. purified UGM, fluorescence polarization probe displacement; in the data active = inhibition above about 10%, passing the limit was not always enough; inconclusive = no clear call, values can overlap the other calls
MazEF act = increases E. coli MazEF RNase cleavage of RNA; FAM/BHQ RNA-DNA oligo cleavage fluorescence, 5 h; activation, % at 20 µM; 350,000 tested, 0.32% active; AID 504720; in the data active = activation above about 50%
Target sequence (P0AE70 whole entry, looked up): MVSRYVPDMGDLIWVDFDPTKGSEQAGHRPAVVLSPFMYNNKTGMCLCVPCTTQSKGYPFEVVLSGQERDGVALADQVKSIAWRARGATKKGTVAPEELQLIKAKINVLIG
Mtb BioA inh = BioA (M. tuberculosis) enzyme inhibition | purified M. tuberculosis BioA enzyme, plate reader | 360,000 tested, 0.096% active | inhibition, % at 9.99 µM; in the data active = inhibition above about 40%; inconclusive = no clear call, values can overlap the other calls
FadD28 FP inh = inhibitors of Mycobacterium tuberculosis FadD28 bisubstrate binding. 360,000 tested, 0.22% active. FadD28 bisubstrate probe binding, fluorescence polarization. inhibition, % at 12.5 µM; in the data active = inhibition above about 8.5%, passing the limit was not always enough; inconclusive = no clear call, values can overlap the other calls
Mtb FBA inh = inhibits M. tuberculosis FBA enzyme. AID 588726. 360,000 tested, 2.3% active. inhibition, % at 1 µM. purified M. tuberculosis FBA, fluorescence read-out; in the data active = inhibition above about 27%;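 note: 0% = vehicle and 100% = reference inhibitor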
Target sequence (P9WQA3 whole entry, looked up): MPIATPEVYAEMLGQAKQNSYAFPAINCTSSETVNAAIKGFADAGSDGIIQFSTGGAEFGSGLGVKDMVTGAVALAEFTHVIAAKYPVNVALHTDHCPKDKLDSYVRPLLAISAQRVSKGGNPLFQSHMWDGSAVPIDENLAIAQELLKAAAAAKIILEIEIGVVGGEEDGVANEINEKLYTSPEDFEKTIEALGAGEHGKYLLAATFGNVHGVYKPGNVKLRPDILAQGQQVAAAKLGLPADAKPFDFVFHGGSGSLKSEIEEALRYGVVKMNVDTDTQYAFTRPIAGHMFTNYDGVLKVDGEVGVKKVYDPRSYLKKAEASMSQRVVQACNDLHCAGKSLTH
Rv3671c inh = inhibitors of M. tuberculosis serine protease Rv3671c; P9WHR9; inhibition, % at 5.96 µM; 320,000 tested, 0.048% active; AID 2606; in the data active = inhibition above about 38%;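 note: extracellular domain of Rv3671c used as enzyme; 0% = enzyme with DMSO and 100% = no enzyme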
Target sequence (P9WHR9 whole entry, looked up, the tested form may be a part): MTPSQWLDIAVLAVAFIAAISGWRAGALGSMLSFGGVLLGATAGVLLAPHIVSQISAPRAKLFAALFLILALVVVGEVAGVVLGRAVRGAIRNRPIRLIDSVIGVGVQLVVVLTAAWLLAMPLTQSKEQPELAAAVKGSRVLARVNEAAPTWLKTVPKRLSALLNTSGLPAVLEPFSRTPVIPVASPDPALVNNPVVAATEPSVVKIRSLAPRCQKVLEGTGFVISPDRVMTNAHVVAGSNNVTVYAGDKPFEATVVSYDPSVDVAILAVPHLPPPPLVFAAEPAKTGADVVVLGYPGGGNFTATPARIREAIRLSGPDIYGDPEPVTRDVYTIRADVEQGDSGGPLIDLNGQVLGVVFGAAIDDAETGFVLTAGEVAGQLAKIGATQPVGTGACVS
The depositor's hits bear a star; ? = inconclusive; . = not tested or not shown.

SMILES	BoNT F protease	PrPC surface inh	GDH-TPI counter	UGM FP inh	MazEF act	Mtb BioA inh	FadD28 FP inh	Mtb FBA inh	Rv3671c inh
Cc1ccc(Oc2cc(NC(=O)CCCn3nc(C)c([N+](=O)[O-])c3C)cc([N+](=O)[O-])c2)cc1	-10	3	4	0.3	1	-0.8	-2.0	-4	-14
COc1ccc(N2CC(C(=O)N/N=C/c3ccc(C)cc3)CC2=O)cc1 (stereo not given)	-10	7	4	0.7	5	-0.9	0.3	0	6
CC(=O)C[C@H]1c2cc(C(F)(F)F)ccc2S(=O)(=O)N1C1CCCCC1	-5	0	3	-0.6	4	1.1	0.4	-1	-1
O=C(CNS(=O)(=O)c1cccs1)N1CCc2ccccc2C1	-4	3	5	-1.5	-1	-3.8	-1.0	8	3
CC1CN(c2nc3ccccn3c(=O)c2/C=C(\C#N)C(=O)N2CCOCC2)CC(C)O1 (stereo not given)	.	1	27	-1.7	3	-1.5	-1.0	2	0
CC(=O)Nc1ccc(S(=O)(=O)Nc2ccc(Nc3ccccc3)cc2)cc1	-32	-3	7	0.5	-19	5.5	1.3	0	11
Cc1cc(C)c(S(=O)(=O)N2CCCCC2C(=O)O)c(C)c1 (stereo not given)	2	-1	2	3.9	5	.	-2.2	0	-1
CCCC(C)NC(=O)Cc1ccccc1 (stereo not given)	-9	0	10	-3.7	8	.	-0.9	0	8
COc1ccc(-c2nc(CN3CCC(C(=O)NC4CCN(Cc5ccccc5)CC4)CC3)c(C)o2)cc1OC	-3	-4	-7	0.7	8	1.0	-2.5	0	-7
CCC(C)(C(=O)NC1CCCC1)N(Cc1ccco1)C(=O)c1ccccn1 (stereo not given)	-4	2	-3	-3.7	6	0.8	-2.1	6	8
Cc1ccc(-c2ccc(=O)n(CCC(=O)N3CCC4(CC3)OCCO4)n2)cc1	2	1	13	-0.1	-3	.	-3.3	6	5
COc1ccccc1N1CCN(C(=O)c2cc3c(s2)CCCCC3)CC1	2	7	-8	-0.2	0	8.7	-3.0	-4	-2
COCCn1nnnc1C(c1ccccc1Cl)N1CCN(c2ccccc2OC)CC1 (stereo not given)	3	13	-1	.	3	.	0.2	3	.
CC1=NN(c2ccc(C)cc2C)C(=O)C1C(c1cccc(O)c1)C1C(=O)N(c2ccc(C)cc2C)N=C1C (stereo not given)	5	4	1	1.0	2	0.2	-3.7	-2	-171
COc1cc(/C=C2/SC(=S)N(Cc3ccccc3)C2=O)ccc1OS(C)(=O)=O	8	-3	6	-1.8	-7	-0.8	.	3	-13
CC(C)(C)OC(=O)C[C@@H]1C/C=C\C[C@H](CC(=O)N(CCO)Cc2ccccc2)C(=O)NCCOC1=O	-1	1	2	.	-1	-1.1	-2.6	-2	-4
Cc1noc(C)c1COc1ccccc1C(=O)NCCc1ccc(Cl)cc1	-2	4	-4	0.6	7	1.3	-4.7	5	1
Cc1nn(-c2ccc(N3CCOCC3)nn2)c(C)c1CCC(=O)NCc1ccccc1	-3	1	-3	-1.0	10	5.3	-3.5	0	8
CCOc1ccc(N2CC(C(=O)Nc3cc(C)on3)CC2=O)cc1 (stereo not given)	-1	9	3	-0.1	0	.	-0.6	4	-7
O=C(NCCCN1CCCC1=O)Nc1ccc(F)c(Cl)c1	8	4	-5	-2.1	3	6.9	-2.3	-1	-4
COc1ccccc1/C=C1\N=C(C(C)(C)C)OC1=O	0	6	10	-1.1	-8	-2.9	-1.6	5	3
Nc1cccc(C(=O)N/N=C/c2ccsc2)c1	1	6	2	-0.1	-2	.	-1.8	-1	8
CCCCn1c(N)c(N(CC)C(=O)CSCc2c(C)noc2C)c(=O)[nH]c1=O	8	6	0	-0.6	1	1.5	-1.6	-1	6
Cc1c(C(=O)N2CCCCCC2)nnn1-c1nonc1N	-8	-5	1	-2.7	2	-0.3	1.3	-1	9

A draw from above in order of formula weight, descending.
SMILES	BoNT F protease	PrPC surface inh	GDH-TPI counter	UGM FP inh	MazEF act	Mtb BioA inh	FadD28 FP inh	Mtb FBA inh	Rv3671c inh
COCCn1nnnc1C(c1ccccc1Cl)N1CCN(c2ccccc2OC)CC1 (stereo not given)	3	13	-1	.	3	.	0.2	3	.
Cc1nn(-c2ccc(N3CCOCC3)nn2)c(C)c1CCC(=O)NCc1ccccc1	-3	1	-3	-1.0	10	5.3	-3.5	0	8
O=C(NCCCN1CCCC1=O)Nc1ccc(F)c(Cl)c1	8	4	-5	-2.1	3	6.9	-2.3	-1	-4

Following part
SMILES	BoNT F protease	PrPC surface inh	GDH-TPI counter	UGM FP inh	MazEF act	Mtb BioA inh	FadD28 FP inh	Mtb FBA inh	Rv3671c inh
COc1ccc(CN(C(=O)c2ccco2)c2ccc(C)c(C)c2)cc1	0	3	0	-2.3	-12	1.0	-1.6	-5	-9
O=C(Nc1ccccc1C(=O)NCCCN1CCOCC1)c1ccc(F)cc1	-1	-6	-1	-3.1	-11	-2.2	0.0	0	4
C[N+](C)(C)CCNC(=O)c1c(O)c2c([nH]c1=O)CCCC2	-7	3	1	0.3	5	-1.2	-3.9	3	-3
COC(=O)C(C)N1C(=O)S/C(=C\c2cc(C)n(-c3ccccn3)c2C)C1=O (stereo not given)	-5	-5	5	-0.7	-2	-3.0	-3.1	3	-1
COc1ccc(-c2nc(C)c(C(C)=O)n2O)cc1[N+](=O)[O-]	-2	-14	8	3.1	0	0.8	-2.2	1	-2
CCOc1cc(NC(=S)NCC2CCCO2)c(OCC)cc1NC(=O)c1ccc(F)cc1 (stereo not given)	-6	7	21	0.2	7	-0.6	-2.8	-1	7
Cc1ccc(-c2cc(N)n[nH]2)cc1	-12	5	6	-1.1	0	-3.1	-1.5	7	-9
Cc1ccn2cc(CCNS(=O)(=O)c3ccc4ccccc4c3)nc2c1	-4	-3	-3	-0.3	3	0.5	-5.2	0	1
CCOCCCNC(=O)/C(C#N)=C/c1cc(Br)c(O)c(Br)c1	-8	.	44*	.	-1	0.3	0.3	3	.
S=C(Nc1ccccc1Cl)N1CCOCC1	-2	-1	2	-1.0	1	.	-1.7	2	12
CCOc1ccc(C(=O)CCC(=O)N(CC)CC(=O)NCc2ccc(Cl)cc2)cc1	-10	-3	-2	0.0	4	-0.9	-4.2	-2	-17
O=C(Cc1ccccc1)c1ccc2c(c1)OCCO2	-1	4	0	-3.0	3	0.0	-0.9	6	4

Profiles from above.
Record of COc1ccc(-c2nc(CN3CCC(C(=O)NC4CCN(Cc5ccccc5)CC4)CC3)c(C)o2)cc1OC : BoNT F protease: -3; PrPC surface inh: -4; GDH-TPI counter: -7; UGM FP inh: 0.7; MazEF act: 8; Mtb BioA inh: 1.0; FadD28 FP inh: -2.5; Mtb FBA inh: 0; Rv3671c inh: -7
Record of C[N+](C)(C)CCNC(=O)c1c(O)c2c([nH]c1=O)CCCC2 : BoNT F protease: -7; PrPC surface inh: 3; GDH-TPI counter: 1; UGM FP inh: 0.3; MazEF act: 5; Mtb BioA inh: -1.2; FadD28 FP inh: -3.9; Mtb FBA inh: 3; Rv3671c inh: -3

Carrying on:
SMILES	BoNT F protease	PrPC surface inh	GDH-TPI counter	UGM FP inh	MazEF act	Mtb BioA inh	FadD28 FP inh	Mtb FBA inh	Rv3671c inh
O=[N+]([O-])c1cccc(OCc2cn3cccnc3n2)c1	-10	-32	11	-0.5	-31	.	-2.3	4	-7
COc1cccc(NC(=O)NNC(=O)CN2C(=O)COc3ccccc32)c1	1	-4	15	-2.3	14	0.5	-2.0	-3	0
NNC(=O)c1cccc(COc2ccc(Br)cc2)c1	-13	4	4	1.7	0	-0.8	-1.4	4	-21
OCC1OC(n2cnc3c(SCc4ccccc4)nc(F)nc32)C(O)C1O (stereo not given)	-2	10	7	.	7	-7.4	-1.9	1	.
O=C(NNC1=C(C(=O)C(F)(F)F)CCC1)c1cccnc1	2	3	3	0.3	2	.	-1.0	0	-3
COc1ccc(-c2cc(=O)oc3cc(OC(=O)C4CCCCC4)c(Cl)cc23)cc1	0	-19	8	-6.1	-12	.	-2.3	45*	-5
CCOc1ccc(CC(=O)NCc2cn3c(C)csc3n2)cc1	-1	-5	-1	-4.5	5	3.4	-0.7	1	-2
C#CCOCCOCCOCCNc1nc(N2CCN(C(=O)Cn3cc(CCO)nn3)CC2)nc(N2CCN(C(=O)[C@H]([C@@H](C)O)n3cc(CCCCN)nn3)CC2)n1	-18	3	4	4.0	1	-1.2	-3.1	-3	4
Cc1cc(C)c(C)c(S(=O)(=O)N2CCC(C(=O)NCCCN3CCCC3=O)CC2)c1C	-4	-2	3	-2.9	-1	-1.1	-2.2	5	7
Cc1nc2ccc(NC(=O)c3ccccc3)cc2s1	1	8	4	0.1	-3	.	-2.4	-2	-10
Cc1ccc(/C(O)=C2/C(=O)C(=O)N(c3ccccn3)C2c2ccc(F)cc2)cc1 (stereo not given)	?	11	14	0.4	3	-1.2	-0.2	3	-8
Cc1ccc(/C=N/Nc2nc(N3CCCCC3)nc(N3CCCCC3)n2)o1	2	1	16	-0.1	12	.	-2.5	1	4
Cc1cc(C)c(CN2CCC(n3nccc3NC(=O)c3ccccc3Cl)CC2)cc1C	-2	-6	9	2.1	-10	-1.5	-2.2	1	-1
COc1cccc(/C=N/NC(=S)NCCc2ccccc2)c1OC	0	0	10	-1.2	-1	-0.5	0.6	4	.
S=C1N[C@H]2CCCC[C@@H]2N1	.	-1	5	1.6	-7	0.1	-1.8	1	5
C[C@@H](O)[C@H]1O[C@]2(C)CCC[C@H]1O2	-4	-1	4	-1.3	-2	-0.5	-0.2	1	10
CNC(=O)Nc1ccc(C(=O)N/N=C\C23CC[C@@H](O)CC2(O)CC[C@@H]2[C@@H]3CCC3(C)C(C4=CC(=O)OC4)CCC23O)cc1 (stereo not given in full)	-5	-2	9	-0.2	1	-3.4	-2.3	-2	6
CCOc1ccc(CCNC(=O)COC(=O)CCc2cc(OC)c(OC)c(OC)c2)cc1OCC	?	2	8	4.9	-1	8.4	-2.4	-2	7
Cn1nc(SCC(=O)O)sc1=S	9	-5	-5	1.2	8	-1.2	-0.5	-1	2
O=C(c1cccc(S(=O)(=O)N2CCN(c3ccc(F)cc3)CC2)c1)N1CCCCCCC1	-7	-5	-1	-0.1	-4	-1.2	-2.1	-1	-1
CN1CCC(O)(c2ccc(Cl)cc2)C(C(=O)c2ccc(Cl)cc2)C1 (stereo not given)	0	-5	5	2.7	0	.	-0.4	-2	-7
C=CCNC(=S)N/N=C/c1ccc(C)s1	-4	-1	30	0.6	5	.	-0.7	-3	-10
CCC(C)(C)NC(=O)C(c1cccn1C)N(C(=O)Cn1nnc2ccccc21)c1ccccc1OC (stereo not given)	2	-4	-12	3.4	5	0.0	-0.7	2	0
CCOC(=O)N1CCN(C(=O)C2CC(=O)N(c3ccc(OC)cc3)C2c2ccc(OC)cc2)CC1 (stereo not given)	7	-2	-6	0.0	10	-1.2	-1.9	-2	3
CC(=O)Nc1cc(C(=O)OCC(=O)c2ccccc2)ccc1C	-5	2	9	-2.3	-7	-0.6	-1.2	-3	-11
CSc1ccc(S(=O)(=O)N2CCC(C(=O)NCCN3CCOCC3)CC2)cc1	-25	0	8	1.7	13	-2.4	0.9	7	-8
CNS(=O)(=O)/C=C/c1ccccc1	0	-7	-13	0.3	5	.	-2.3	4	-4
O=C(N/N=C/c1cnc(N2CCCCC2)s1)c1ccc(Cl)cc1	-4	5	22	-0.8	-2	.	-4.3	-8	10

Grouped by structure, the compounds so far with a cyano group (2)
SMILES	BoNT F protease	PrPC surface inh	GDH-TPI counter	UGM FP inh	MazEF act	Mtb BioA inh	FadD28 FP inh	Mtb FBA inh	Rv3671c inh
CC1CN(c2nc3ccccn3c(=O)c2/C=C(\C#N)C(=O)N2CCOCC2)CC(C)O1 (stereo not given)	.	1	27	-1.7	3	-1.5	-1.0	2	0
CCOCCCNC(=O)/C(C#N)=C/c1cc(Br)c(O)c(Br)c1	-8	.	44*	.	-1	0.3	0.3	3	.
